Screening results from PubChem.
S1P2 agonist: activates the human S1P2 receptor. O95136. S1P2-expressing cell line, agonist reporter read-out. activation, % at 4.5 µM. 97,000 tested, 0.46% active. AID 729; in the data active means activation above about 16%;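 further: 0% = vehicle low control and 100% = maximal reference agonist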
Target sequence (O95136 whole entry, looked up): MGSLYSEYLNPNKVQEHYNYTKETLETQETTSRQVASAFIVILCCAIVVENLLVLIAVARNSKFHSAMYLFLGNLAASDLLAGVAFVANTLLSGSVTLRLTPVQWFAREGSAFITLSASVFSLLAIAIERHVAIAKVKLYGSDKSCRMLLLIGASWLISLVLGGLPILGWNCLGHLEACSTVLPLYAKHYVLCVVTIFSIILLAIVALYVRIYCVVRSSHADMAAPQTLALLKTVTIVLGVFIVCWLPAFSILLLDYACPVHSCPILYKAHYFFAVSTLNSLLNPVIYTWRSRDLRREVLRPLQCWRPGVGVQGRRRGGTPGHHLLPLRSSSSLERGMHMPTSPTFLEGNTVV
S1P2 blocker: blocks the human S1P2 receptor; O95136; cell-based S1P2 antagonist assay, inhibition at 5 uM; inhibition, % at 5 µM; 97,000 tested, 0.21% active; AID 736; in the data active means inhibition above about 45%;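 further: CRE beta-lactamase reporter cells expressing human S1P2 stimulated with S1P; 0% = agonist at EC80 alone and 100% = agonist plus reference antagonist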
CYP2C19 inh: human CYP2C19 inhibition; 96,000 tested, 21% active; AID 778; inhibition, % at 5 µM; CYP2C19 Supersomes, luciferin-H EGE luminescence, 30 min; P33261;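 active means CYP2C19 inhibition above a set limit at 5 µM in the primary screen, cut at about 50% in these data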;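 further: plate controls were negative control wells for no effect and 2.5 mM tranylcypromine positive control for full effect; values of inactives mirror those of a sister screen read the other way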
sEH act: increases human soluble epoxide hydrolase activity | AID 717 | 91,000 tested, 0.04% active | P34913 | activation, % at 2 µM | purified human sEH enzymatic activity, activator screen; in the data active means activation above about 37%; further: values of inactives mirror those of a sister screen read the other way
Target sequence (P34913 whole entry, looked up): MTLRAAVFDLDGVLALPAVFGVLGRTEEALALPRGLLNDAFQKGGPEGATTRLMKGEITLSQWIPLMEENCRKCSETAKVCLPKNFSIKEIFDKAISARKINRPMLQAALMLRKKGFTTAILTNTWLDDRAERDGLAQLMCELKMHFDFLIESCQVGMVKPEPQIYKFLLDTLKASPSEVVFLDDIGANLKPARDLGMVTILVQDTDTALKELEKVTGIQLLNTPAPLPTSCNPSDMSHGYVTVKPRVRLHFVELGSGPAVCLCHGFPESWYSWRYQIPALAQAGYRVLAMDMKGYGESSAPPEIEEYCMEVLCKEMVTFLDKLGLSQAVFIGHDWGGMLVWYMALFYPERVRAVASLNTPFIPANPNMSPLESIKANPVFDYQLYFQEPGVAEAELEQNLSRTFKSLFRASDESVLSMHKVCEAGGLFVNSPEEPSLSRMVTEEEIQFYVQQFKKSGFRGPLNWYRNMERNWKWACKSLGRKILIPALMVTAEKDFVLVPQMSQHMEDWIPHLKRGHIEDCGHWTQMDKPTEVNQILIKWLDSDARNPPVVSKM
PostGolgi yeast: growth inhibition of a yeast mutant, post-Golgi transport screen | post-Golgi transport phenotypic cell assay | inhibition, % at 10 µM | 98,000 tested, 0.9% active | AID 739;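 further: yeast cells grown in 1536-well plates; yeast grown about 18 h at 30C before absorbance read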
PostGolgi ctrl: inhibits growth of the yeast control strain; efflux-deficient yeast background strain, growth absorbance A615, 16 h; inhibition, % at 10 µM; 98,000 tested, 5% active; AID 738
sEH inh: soluble epoxide hydrolase (human) inhibition; 91,000 tested, 0.34% active; inhibition, % at 2 µM; recombinant human sEH enzymatic activity assay; AID 707; in the data active means inhibition above about 80%; further: values of inactives mirror those of a sister screen read the other way; many of its hits are not listed in these tables
CYP2C19 activ: increases human CYP2C19 enzyme activity; recombinant CYP2C19, luciferin-H EGE luminescence; active compounds read high; 0 = fully inhibited enzyme, 1 = untreated enzyme; 96,000 tested, under 10 active; activation factor at 5 µM; P33261;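 active means activation factor of at least 2 at 5 µM in the primary screen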;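 further: 0 = wells with 2.5 mM tranylcypromine and 1 = vehicle-only wells; values of inactives mirror those of a sister screen read the other way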
DAT uptake mod: modulates human dopamine transporter uptake under cocaine | LLC-PK1 hDAT cells, [14C]-dopamine uptake with cocaine IC80; actives deviate in either direction | B-score at 10 µM | 110,000 tested, 1.3% active | AID 449768;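 active means Z score or B-score, a plate-position-corrected score, falls beyond the plate's 99.7% confidence bounds, in either direction; inactive means both scores lie inside the 99.7% bounds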;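 further: scored against the spread of the other compound wells on the same plate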
* = called active by the depositor; . = not tested or not shown; & = joins results of further samples. Unless noted, no stated cut-off is given here; in the data, active means inhibition above about 30%; inactive means the rest.

Molecule	S1P2 agonist	S1P2 blocker	CYP2C19 inh	sEH act	PostGolgi yeast	PostGolgi ctrl	sEH inh	CYP2C19 activ	DAT uptake mod
O=C1CCCN1c1ccc(S(=O)(=O)Nc2ccc3c(c2)OCCO3)cc1	-7	14	44	7	-3	0	-8	0.6	-0.59
CCOC(=O)C1CCN(C(=O)c2cc3c(-c4ccc(OC)c(OC)c4)nn(C)c3s2)CC1	13	-26	92*	15	13	19	-14	0.1	0.0094&2.7
CC(C)(C)n1ncc2c(=O)n(CC(=O)N3CCCCCC3)cnc21	-3	0	-16	-3	-5	5	2	1.2	-0.34
CCOc1ccc(N(Cc2cc3ccc(C)cc3[nH]c2=O)S(C)(=O)=O)cc1	-7	-14	11	-2	21	3	0	0.9	0.11
CC(C)OC(=O)CN1C(=O)C(C)(C)Oc2ccc(C(=O)NC(C)(C)C)cc21	-8	-20	36	8	-1	10	-8	0.6	-0.61
Cc1ccc(CN(c2ccc(C(=O)NCc3ccccn3)cc2)S(C)(=O)=O)cc1	-3	-11	32	5	-8	8	-3	0.7	0.74
COc1cccc(-c2nnn(CC(=O)O)n2)c1	-6	-11	0	1	16	0	-1	1	0.98
C/C(=C\C(=O)c1ccc(C)cc1)Nc1ccc(N2CCOCC2)cc1	-3	12	-1	.	4	9	.	1	-0.63
O=C(Nc1ccccc1)N1CCN(c2ncccn2)CC1	-10	10	78*	5	9	4	-1	0.2	-0.92
c1ccc(-c2csc(Cc3nnc4n3CCCCC4)n2)cc1	-1	5	24	21	-5	-4	-20	0.8	-0.02
O=C(NCc1ccccc1)N1CCN(c2ccc(Cl)c(Cl)c2)CC1	-9	-16	-3	-11	-2	11	11	1	-0.51
COc1cccc(-c2csc(N3CCN(C(=O)C4CCCCC4)CC3)n2)c1	.	.	77*	.	-3	38*	.	0.2	.
Cc1ccc(C)n1-c1ccc(N2CCOCC2)cc1	-6	-32	4	2	-1	-8	0	1	-0.2
N#Cc1ccc(NC(=O)c2nc(-c3ccccc3)n(-c3ccccc3)n2)cc1	-5	2	1	-18	3	7	13	1	-1.1
O=c1cc(CSc2nnc(Nc3ccccc3)s2)nc2sccn12	0	-3	3	0	6	3	-2	1	0.21
CC(C)(C)C(=O)Nc1nnc(Cc2ccccc2)s1	-7	-30	.	9	.	.	-9	.	0.61
CCN1CCN(CC(=O)Nc2nc3ccc(OC)cc3s2)CC1	-1	-16	-9	1	7	-7	0	1.1	.
COc1ccc(CN(C(=O)c2cnccn2)C(C(=O)Nc2ccc(F)cc2)c2ccccc2)cc1 (centres undefined)	-9	5	.	9	.	.	-6	.	-0.16
COc1ccc(C)cc1NC(=O)C(=O)NCc1ccncc1	-2	-20	41	-3	-5	3	2	0.6	0.3
Cc1nn(-c2ccccc2)c(CC(C)(C)C(=O)O)c1C(=O)O	-1	-3	7	4	-4	6	-4	0.9	-0.42
O=c1c(C=NCCCn2ccnc2)c(-c2ccccc2)[nH]n1-c1nc2ccccc2s1	-4	-10	92*	-8	-7	3	11	0.1	1.1
COc1cc(NS(=O)(=O)c2ccc(NC(C)=O)cc2)cc(OC)c1	-4	20	98*	15	2	-2	-13	0	-0.74
O=C(CN1CCOCC1)Nc1ccc(-c2nc3ccccc3[nH]2)cc1	-4	-1	10	-13	5	9	11	0.9	-0.5
COC(=O)COc1cccc(NC(=O)c2cccs2)c1	1	-8	32	19	24	-2	-13	0.7	-1.3
COc1cc2c(cc1OC)-c1cc(OCc3cccnc3)nc(=O)n1CC2	23*	-36	1	7	-4	0	-5	1	0.65
Cc1cc(NC(=O)CSc2cn(C)c3ccccc23)no1	-7	3	95*	1	-10	0	1	0.1	-0.47
COCCN(Cc1cc2cc3c(cc2[nH]c1=O)OCO3)C(=O)c1cccs1	-10	16	34	0	-1	0	0	0.7	-0.049
COc1ccc2nc(NC(=O)c3ccc(-n4nc(C)cc4C)cc3)sc2c1	-7	-3	9	28	0	-8	-28	0.9	-0.74
CCOC(=O)C1CCCN(c2c(NCC3CCCN3CC)c(=O)c2=O)C1 (centres undefined)	-6	-2	-5	0	-6	9	-1	1.1	0.19
O=[N+]([O-])c1ccc(-c2csc3[n+]2CCS3)cc1	-4	-17	3	13	3	10	-14	1	-1.4

2 of the compounds above, with two lines to a compound.
Results follow in this order: S1P2 agonist | S1P2 blocker | CYP2C19 inh | sEH act | PostGolgi yeast | PostGolgi ctrl | sEH inh | CYP2C19 activ | DAT uptake mod
O=c1c(C=NCCCn2ccnc2)c(-c2ccccc2)[nH]n1-c1nc2ccccc2s1
 : -4 | -10 | 92* | -8 | -7 | 3 | 11 | 0.1 | 1.1
O=[N+]([O-])c1ccc(-c2csc3[n+]2CCS3)cc1
 : -4 | -17 | 3 | 13 | 3 | 10 | -14 | 1 | -1.4

Remaining list, next part.
Molecule	S1P2 agonist	S1P2 blocker	CYP2C19 inh	sEH act	PostGolgi yeast	PostGolgi ctrl	sEH inh	CYP2C19 activ	DAT uptake mod
C=CCn1c(SCC(=O)Nc2nc(C)cs2)nnc1C(C)NC(=O)c1ccccc1Cl (centres undefined)	0	4	.	-13	.	.	10	.	0.036
COc1ccc(N2CCN(C(=O)c3csc4ccccc34)CC2)cc1	-2	0	39	-9	1	17	8	0.6	-0.24
CC(C)(C)N1CC(c2nc3ccccc3n2Cc2ccc(Cl)cc2)CC1=O (centres undefined)	-4	-6	72*	-7	3	7	7	0.3	0.21
O=C1CN(S(=O)(=O)c2ccc(F)cc2)CC(=O)N1CCc1ccccc1	-4	9	40	-8	-9	3	9	0.6	-0.014
N#Cc1nc(N2CCCCC2)nc(N2CCOCC2)n1	3	2	-1	-2	14	10	2	1	-0.53
CS(=O)(=O)N(CC(=O)Nc1cc(Cl)ccc1Cl)c1ccccc1	-2	17	36	2	-11	-4	-4	0.6	-0.6
Cn1c(N)c(C#N)c2c(c1=S)COC(C)(C)C2	1	8	16	-1	-12	0	3	0.8	.
CC1CCN(CCCCOc2ccc(C(=O)c3ccccc3)cc2)CC1	-4	0	20	4	-9	10	-10	0.8	1.4
CCOc1cc(NC(=O)C2CCCCC2)c(OCC)cc1NC(=O)c1ccco1	-3	-26	44	5	-12	2	-7	0.6	-0.88
COc1ccc(C(=O)Nn2c(C3CCC3)nc3ccccc3c2=O)c(OC)c1	0	18	.	-4	11	20	3	.	-0.021
CCc1ccc(C(C)NC(=O)/C=C/c2ccc(Br)cc2)cc1 (centres undefined)	-2	-23	-8	-17	17	-9	19	1.1	0.4
COc1cc(NS(=O)(=O)c2ccc(NC(=S)NC(=O)CC(C)C)cc2)nc(OC)n1	-7	-5	.	11	.	.	-11	.	2.3
COc1ccc(CCn2c(C)cc(C(=O)CSc3nnnn3-c3ccccc3)c2C)cc1OC	-5	9	42	-1	0	18	4	0.6	-0.31
O=C(NC1(C(=O)NC2CCCC2)CCCCC1)c1ccc2c(c1)OCO2	.	.	3	.	1	0	.	1	-0.72
COc1cc2c(cc1NC(C)=O)CCCC2	-2	-12	-2	-3	12	1	5	1	-0.54
CCn1c2ccccc2c2cc(NC(=O)CSc3nnc(C4CC4)n3Cc3ccco3)ccc21	-8	10	41	4	-9	19	-6	0.6	0.93
COc1ccc(-c2nnc(SCc3nnc(-c4ccc(Cl)cc4)o3)n2-c2ccccc2)cc1	-4	12	36	-3	-2	20	2	0.6	0.5
O=C(c1ccccc1)c1ccc(N2CCNCC2)cc1	-3	-23	77*	2	-3	25	0	0.2	0.52
Cc1ccc(OCCCNCCO)c(Br)c1	-2	-1	10	6	5	10	-12	0.9	0.95
CCOc1ccc(N(CCC#N)S(=O)(=O)c2ccc(OC)cc2)cc1	-4	11	.	-2	-6	5	2	.	-0.71
Cc1ccc(CNC(=O)C23CN(Cc4ccccc4)CC2C(c2ccc([N+](=O)[O-])cc2)=NO3)cc1 (centres undefined)	-13	-6	58*	-6	21	2	6	0.4	-0.52
CCCc1nc(SCC(=O)N2c3ccccc3CC2C)c2c(C)c(C)sc2n1 (centres undefined)	-1	10	64*	.	1	21	.	0.4	1.4
CCOC(=O)c1cccc(NC(=O)CSc2nc(N)cc(N)n2)c1	-3	-3	64*	4	-3	-7	-6	0.4	0.56
CCOc1cc(OCC)cc(C(=O)Nc2cccnc2)c1	.	.	-7	.	6	-9	.	1.1	0.79
COc1cccc(/C=N/NC(=O)CSc2nnc(C)n2-c2ccccc2)c1OC	-1	-11	15	-14	-5	9	12	0.9	0.44
Cc1ccn(C(=O)c2cc3c(C)nn(-c4ccccc4)c3s2)n1	-7	-25	-10	0	-14	10	3	1.1	1
COc1ccccc1N(C)S(=O)(=O)c1ccc(C(=O)N(CC(N)=O)C(C)C)cc1	-3	4	-11	-1	-1	-4	-1	1.1	-0.34
COC(=O)c1c(NC(=O)CSc2nnc(-c3ccco3)n2C)sc(C)c1C	-1	-34	.	3	.	.	-4	.	0.62
Cc1c(C(=O)NCc2ccc3c(c2)OCO3)oc2ccc(S(=O)(=O)N3CCC(C)CC3)cc12	-1	9	.	6	-9	-5	-6	.	1.1
CC(C)(C)NCCOc1ccc(Br)cc1	-3	-3	-5	6	-6	10	-6	1	-0.049
O=C(Nc1ccc(OC(F)(F)F)cc1)c1n[nH]c(Cn2cncn2)n1	-6	3	32	3	3	13	-1	0.7	-0.53
O=C(Nc1ccccc1C(=O)NCc1ccccc1)c1ccco1	-4	-7	54*	1	-4	3	0	0.5	-0.23
COCCN1CC(=O)N(c2cccc(C)c2C)C(c2ccc(Cl)cc2)C1=O (centres undefined)	-3	0	46	6	-4	1	-7	0.5	-0.078
O=C(Cc1ccc(-n2cccc2)cc1)N1CCN(c2ccccc2F)CC1	-3	7	50	-11	0	10	10	0.5	.
COc1ccc(CNC(=O)C(C#N)c2nc3ccccc3nc2N2CCN(C)CC2)cc1 (centres undefined)	-7	14	58*	-5	4	3	6	0.4	2
N#CCCn1c(C(C#N)(CCC#N)CCC#N)nc2ccccc21	.	.	-12	.	3	-6	.	1.1	-0.19
COc1cc(C(C[N+](=O)[O-])c2c(-c3ccccc3)cc3ccccn23)cc(OC)c1OC (centres undefined)	-7	-1	45	1	3	1	-4	0.6	.
CCC/C(=N/NC(=O)c1csc(C)c1C)c1ccc(Cl)s1	-2	4	31	-67	1	9	68	0.7	0.94
CC(NC(=O)Cn1nnc(-c2ccncc2)n1)c1ccccc1 (centres undefined)	0	7	.	-6	.	.	10	.	-2.3
O=C(C1CCCO1)N1CCN(c2ccc(F)cc2)CC1 (centres undefined)	-1	-1	.	1	.	.	0	.	-0.56
COc1ccc(Nc2cc(C)nc3ccccc23)cc1	2	-8	12	15	-1	4	-13	0.9	0.78
CCOC(=O)N1CCN(c2cc(=O)n(-c3ccc(Br)cc3)c(=O)[nH]2)CC1	-10	1	-3	-1	13	-5	0	1	0.058
Cc1noc(C)c1CSc1nc2sc(C)c(C)c2c(=O)n1C1CCCC1	9	-13	29	7	7	-3	-9	0.7	-0.99
COCCNC(=O)c1ccc(NS(=O)(=O)c2cc(C)ccc2C)cc1	1	9	3	-4	-10	1	8	1	0.57
COc1cccc(NC(=O)CSC2=C(C#N)C(c3ccco3)C3=C(CCCC3=O)N2)c1 (centres undefined)	-4	14	60*	.	-6	25	.	0.4	-0.3
CC(C)OC(=O)CSc1nc2ccccc2s1	-4	-24	20	9	7	1	-8	0.8	0.58
COc1cccc(CNC(=O)C2CCN(S(=O)(=O)N3CCCCC3)CC2)c1	-1	14	-5	-48	1	4	47	1.1	0.18
N#C/C(=C\c1ccc(-c2ccccc2)o1)C(=O)Nn1cnnc1	-6	8	92*	-8	-8	2	7	0.1	-0.57
CC(C)CC(=O)Nc1cc2nn(-c3ccccc3)nc2cc1Cl	0	-39	14	-2	-5	5	4	0.9	0.0057
O=c1c2ccccc2nc(SCc2cc(F)ccc2F)n1C1CCCC1	-8	16	-12	-9	-10	-1	10	1.1	-1.3
